C diff growth – blocks growth of Clostridium difficile | Clostridium difficile clinical isolate growth, OD600, 24 h; hits give low values | growth activity, negative = inhibition, % at 16 µg/mL (by protocol) | 86,000 compounds, 0.25% hits;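 active means mean growth activity at or below -80% and every replicate also at or below -80%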;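 further: 0% = DMSO wells and -100% = levofloxacin 16 µg/mL wells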
KDM4C inh – blocks human GASC-1 (KDM4C) demethylase activity. GST-KDM4C 2-372, H3K9me3 peptide, LANCE TR-FRET. 96,000 compounds, 0.15% hits. inhibition, % at 12.5 µM. Q9H3R0;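 active means mean replicate inhibition above about 25%, with at least 55% of replicates also reaching it, limit read from the data, passing the limit was not always enough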
Target sequence (Q9H3R0 2-372 limits assumed): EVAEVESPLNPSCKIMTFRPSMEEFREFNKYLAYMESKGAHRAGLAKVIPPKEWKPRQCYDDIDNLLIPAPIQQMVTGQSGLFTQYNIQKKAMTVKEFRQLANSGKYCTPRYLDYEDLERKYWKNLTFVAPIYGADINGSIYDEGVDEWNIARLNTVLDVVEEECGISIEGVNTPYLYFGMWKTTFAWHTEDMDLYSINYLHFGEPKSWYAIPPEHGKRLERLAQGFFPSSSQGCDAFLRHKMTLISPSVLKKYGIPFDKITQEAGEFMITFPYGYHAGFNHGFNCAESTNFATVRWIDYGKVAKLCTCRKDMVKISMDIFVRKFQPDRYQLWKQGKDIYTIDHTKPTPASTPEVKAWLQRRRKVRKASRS
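Test system: N-terminal GST-fused human GASC-1 (KDM4C) fragment, residues 2-372; quantity: GASC-1 enzyme at 10 nM final in reaction; dosing: single dose; schedule: 30 min demethylation and 1 h detection at room temperature; signal: LANCE TR-FRET, excitation 340 nm, emissions 618 and 671 nm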
T cruzi growth – inhibitors of T. cruzi proliferation. T. cruzi beta-gal in NIH3T3, GalScreen luminescence, 90 h. inhibition, % at 8.34 µM. 77,000 compounds, 5.9% hits. AID 624255;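 active means mean inhibition above about 93%, with at least 55% of replicates each passing it, limit read from the data, passing the limit was not always enough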
Pf Dd2 inh – P. falciparum Dd2 growth inhibition. 94,000 compounds, 2.3% hits. activity change, % at 10 µM. SYBR Green, 72 h; hits give low values; in the data active means activity change below about -80%
Active calls of the source: *; / = no result given; & = joins results of further samples. This is a random part of the collection (roughly 6.7% active in at least one column).

SMILES | C diff growth | KDM4C inh | T cruzi growth | Pf Dd2 inh
C[C@H]1CN([C@@H](C)CO)C(=O)c2cc(NC(=O)Nc3ccc4c(c3)OCO4)ccc2O[C@H]1CN(C)C(=O)Nc1ccc(C(F)(F)F)cc1 | -7 | -0.2 | 33 | -5
CC(C)CC#Cc1ccc([C@H]2[C@@H](CO)N3C(=O)CN(S(=O)(=O)c4cccc(F)c4)C[C@H]23)cc1 | 12 | 1.0 | / | -69
O=C(C[C@@H]1CC[C@H]2[C@@H](COC[C@@H](O)CN2C(=O)c2cc(Cl)cc(Cl)c2)O1)N1CCc2ccccc2C1 | 18&5 | -0.2 | 7 | /
CN1C(=O)c2cc(NC(=O)Nc3ccccc3Cl)ccc2OC[C@H]2O[C@@H](CC(=O)NCCCN3CCOCC3)CC[C@@H]21 | -4 | -9.9 | -40 | /
CCCNC(=O)C[C@@H]1C[C@@H]2c3cc(NC(=O)Nc4ccc(F)cc4)ccc3O[C@@H]2[C@H](CO)O1 | 2 | 1.4 | 19 | -9
COc1ccc(S(=O)(=O)N2CC[C@H]3[C@H](CO)Nc4ccc(-c5ccc(C#N)cc5)cc4[C@H]32)cc1 | 7 | 2.5 | 82 | -19
C[C@@H]1CN([C@@H](C)CO)C(=O)c2cccc(NC(=O)c3nc4ccccc4s3)c2O[C@H]1CN(C)S(=O)(=O)c1cn(C)cn1 | / | 0.2 | 57 | -32
COc1ccc(S(=O)(=O)Nc2ccc3c(c2)C(=O)N([C@H](C)CO)C[C@H](C)[C@@H](CN(C)C(=O)Nc2cccc4ccccc24)OCCCC[C@H](C)O3)cc1 | -4 | -4.4 | 70 | -69
Cc1ccccc1S(=O)(=O)N1CCCCN2[C@H](CO)[C@H](c3ccc(-c4ccccc4)cc3)[C@@H]2C1 | 0 | / | 94 | -4
C[C@H](CO)N1C[C@H](C)[C@@H](CN(C)C(=O)Nc2ccccc2)Oc2ccc(NC(=O)Cn3cnnn3)cc2C1=O | -2 | 8.3 | 56 | 13
CCC(=O)N[C@H]1CC[C@@H](CC(=O)NCC2CC2)O[C@H]1CO | -6 | -2.5 | / | 17
O=C(c1ccncc1)N1CC2(C1)[C@@H](c1ccccc1)[C@@H](CO)N2C(=O)CC1CC1 | -3 | 0.1 | / | 19

An excerpt from above in order of SMILES length, largest number first:
SMILES | C diff growth | KDM4C inh | T cruzi growth | Pf Dd2 inh
COc1ccc(S(=O)(=O)Nc2ccc3c(c2)C(=O)N([C@H](C)CO)C[C@H](C)[C@@H](CN(C)C(=O)Nc2cccc4ccccc24)OCCCC[C@H](C)O3)cc1 | -4 | -4.4 | 70 | -69
C[C@H]1CN([C@@H](C)CO)C(=O)c2cc(NC(=O)Nc3ccc4c(c3)OCO4)ccc2O[C@H]1CN(C)C(=O)Nc1ccc(C(F)(F)F)cc1 | -7 | -0.2 | 33 | -5
C[C@@H]1CN([C@@H](C)CO)C(=O)c2cccc(NC(=O)c3nc4ccccc4s3)c2O[C@H]1CN(C)S(=O)(=O)c1cn(C)cn1 | / | 0.2 | 57 | -32
CN1C(=O)c2cc(NC(=O)Nc3ccccc3Cl)ccc2OC[C@H]2O[C@@H](CC(=O)NCCCN3CCOCC3)CC[C@@H]21 | -4 | -9.9 | -40 | /
C[C@H](CO)N1C[C@H](C)[C@@H](CN(C)C(=O)Nc2ccccc2)Oc2ccc(NC(=O)Cn3cnnn3)cc2C1=O | -2 | 8.3 | 56 | 13
COc1ccc(S(=O)(=O)N2CC[C@H]3[C@H](CO)Nc4ccc(-c5ccc(C#N)cc5)cc4[C@H]32)cc1 | 7 | 2.5 | 82 | -19
Cc1ccccc1S(=O)(=O)N1CCCCN2[C@H](CO)[C@H](c3ccc(-c4ccccc4)cc3)[C@@H]2C1 | 0 | / | 94 | -4
CCC(=O)N[C@H]1CC[C@@H](CC(=O)NCC2CC2)O[C@H]1CO | -6 | -2.5 | / | 17

(next part)
SMILES | C diff growth | KDM4C inh | T cruzi growth | Pf Dd2 inh
C[C@H](CO)N1C[C@H](C)[C@H](CN(C)Cc2ccc(C(=O)Nc3ccccc3N)cc2)Oc2ccc(NS(=O)(=O)c3ccccc3)cc2CC1=O | -11 | 3.6 | 56 | -85*
C[C@@H]1CCCCO[C@@H](CN(C)S(C)(=O)=O)[C@H](C)CN([C@@H](C)CO)C(=O)c2cc(NS(=O)(=O)c3cn(C)cn3)ccc2O1 | -2 | 2.1 | -7 | 60
CCCN1C[C@H](C)[C@H](OC)CN(C)C(=O)c2ccc(NC(=O)Nc3cccc(F)c3)cc2OC[C@@H]1C | / | 21 | -17 | 4
CC(C)(O)c1cn([C@@H]2C[C@@H]3O[C@@H](CO)CC[C@@H]3O[C@@H]2CCc2ccc(-c3ccncc3)cc2)nn1 | -5 | / | / | -15
COc1ccc(NC(=O)N(C)C[C@@H]2Oc3c(NC(=O)NC4CCCCC4)cccc3C(=O)N([C@@H](C)CO)C[C@@H]2C)cc1 | 1 | 1.2 | 99* | -2
O=C(C[C@H]1C=C[C@H](NC(=O)Cc2ccccn2)[C@H](CO)O1)NCCc1ccccc1 | -4 | -0.2 | / | -92*
O=C(C1CC1)N1CCCCN2[C@H](CO)[C@H](c3ccc(-c4ccncc4)cc3)[C@@H]2C1 | -8 | / | 27 | 25
O=C(NC[C@H]1CC[C@@H]2[C@@H](CN2Cc2ccc(Oc3ccccc3)cc2)O1)C1CCOCC1 | -5 | / | / | 21
C[C@H](CO)N1C[C@H](C)[C@H](CN(C)Cc2ccc3c(c2)OCO3)Oc2c(NC(=O)C3CCCCC3)cccc2C1=O | 27 | -2.2 | 34 | -4
C[C@H](NC(=O)C[C@@H]1C[C@@H]2c3cc(NS(C)(=O)=O)ccc3O[C@@H]2[C@@H](CO)O1)c1ccccc1 | 0 | -3.0 | / | -51
CC(C)C(=O)Nc1ccc2c(c1)C(=O)N(C)[C@H]1CC[C@@H](CC(=O)N[C@H](C)c3ccccc3)O[C@H]1CO2 | 4 | 1.2 | -27 | 7
CCC(=O)N(C)C[C@@H]1Oc2cc(C#CCN(C)C)ccc2S(=O)(=O)N([C@@H](C)CO)C[C@@H]1C | 0 | 2.1 | 87 | -6
CC(=O)Nc1ccc2c(c1)C(=O)N(C)[C@H]1CC[C@H](CC(=O)Nc3ccc4c(c3)CCC4)O[C@@H]1CO2 | -1 | -0.4 | 42 | 0
CCCN1C[C@H](C)[C@@H](OC)CN(C)C(=O)c2ccc(NC(=O)CC)cc2OC[C@@H]1C | / | 2.6 | 0 | /
COc1ccc2c3c(n(C)c2c1)[C@H](CO)N(C(=O)C1CCCCC1)CC31CCN(C(=O)c2ccncc2)CC1 | 2 | -0.2 | / | -61
COC(=O)[C@@H]1[C@@H](CO)[C@@H]2Cn3c(ccc(-c4cccc(OC)c4)c3=O)[C@@H]2N1CC1CC1 | 63 | 3.5 | 77 | -5
CO[C@H](CN(C)S(=O)(=O)c1ccccc1)[C@H](C)CN(Cc1ccccc1Cl)[C@H](C)CO | / | 1.0 | 1 | -35
C[C@H](CO)N1C[C@H](C)[C@@H](CN(C)Cc2cccnc2)OCc2cn(nn2)CCCC1=O | -6 | -1.2 | -126 | 9
COc1ccc(NC(=O)N(C)C[C@@H]2Oc3c(NC(=O)C4CC4)cccc3C(=O)N([C@H](C)CO)C[C@H]2C)cc1 | 4 | 1.0 | 58 | 50
Cc1ccc(S(=O)(=O)N(C)C[C@H]2Oc3ccc(NC(=O)Nc4c(C)noc4C)cc3CC(=O)N([C@H](C)CO)C[C@H]2C)cc1 | 1 | 2.0 | 8 | 11
C[C@H](O)C#Cc1ccc([C@@H]2[C@H]3CN(S(=O)(=O)Cc4ccccc4)CCCCN3[C@H]2CO)cc1 | -4 | -0.2 | 79 | -26
CCCC(=O)Nc1ccc2c(c1)C(=O)N(C)C[C@@H](OC)[C@H](C)CN(C)[C@@H](C)CO2 | 0 | 0.3 | 6 | 15
Cn1cnc(S(=O)(=O)N[C@H]2C=C[C@H](CC(=O)NCC3CC3)O[C@H]2CO)c1 | / | 0.5 | -21 | 7
N#C[C@H]1[C@H](c2ccc(C3=CCCC3)cc2)[C@@H](CO)N1C(=O)NC1CCCC1 | -7 | -0.8 | 63 | -3
CN(C)C(=O)c1cccc(-c2ccc([C@@H]3[C@H]4CN(C(=O)C5CC5)CC(=O)N4[C@H]3CO)cc2)c1 | -2 | -1.7 | / | 2
C[C@@H]1CN([C@H](C)CO)C(=O)c2ccccc2-c2ccccc2CO[C@H]1CN(C)C(=O)Nc1cccc(F)c1 | / | -0.1 | 7 | -79
CCCNC(=O)N(C)C[C@H]1Oc2cc(C#CCOC)ccc2S(=O)(=O)N([C@@H](C)CO)C[C@@H]1C | 2 | 0.5 | -43 | -5
C[C@@H]1CN([C@H](C)CO)C(=O)c2cc(NC(=O)C3CC3)ccc2O[C@@H]1CN(C)CC1CC1 | 0 | 1.8 | -6 | 3
CCC(=O)N1CCC2(CC1)CN(Cc1cc(F)ccc1F)[C@@H](CO)c1c2c2ccc(OC)cc2n1C | 7 | -2.6 | / | -73
C[C@@H]1CCCCO[C@H](CN(C)S(=O)(=O)c2cccs2)[C@@H](C)CN([C@H](C)CO)C(=O)c2cc(NS(=O)(=O)c3ccc(Cl)cc3)ccc2O1 | 3 | 1.5 | 66 | -12
Cc1cccc(S(=O)(=O)N(C)C[C@H]2OCc3cnnn3CCCC(=O)N([C@H](C)CO)C[C@H]2C)c1 | -1 | -1.3 | -22&-7 | -4&-11
COc1ccc(S(=O)(=O)N[C@H]2CC[C@@H](CCNC(=O)CN3CCOCC3)O[C@@H]2CO)cc1 | -2 | 2.6 | 26 | 3
C[C@@H]1CN([C@H](C)CO)C(=O)Cc2cc(NS(=O)(=O)c3cn(C)cn3)ccc2O[C@H]1CN(C)C(=O)Nc1ccc(C(F)(F)F)cc1 | -5 | -3.4 | -19 | 0
COc1ccc(NC(=O)N(C)C[C@H]2OCCCC[C@@H](C)Oc3ccc(NS(=O)(=O)c4cn(C)cn4)cc3C(=O)N([C@@H](C)CO)C[C@H]2C)cc1 | -9 | 0.7 | -46 | 42
C[C@H](CO)N1C[C@H](C)[C@H](CN(C)C(=O)Nc2ccccc2)OCc2cnnn2CCCC1=O | -3 | / | -80 | -3
C[C@@H]1CN([C@@H](C)CO)C(=O)Cc2cc(NC(=O)Nc3cccc4ccccc34)ccc2O[C@@H]1CN(C)S(C)(=O)=O | 3 | 3.2 | -7 | 6
CN1C(=O)c2cc(NC(=O)c3ccc(Cl)cc3)ccc2OC[C@H]2O[C@@H](CC(=O)NCc3cccc(F)c3)CC[C@@H]21 | 8 | -4.5 | 62 | -34
C[C@@H]1CCCCO[C@@H](CN(C)C(=O)c2ccccc2)[C@@H](C)CN([C@@H](C)CO)C(=O)c2cc(NS(=O)(=O)c3ccccc3)ccc2O1 | / | -0.1 | 12 | 7
C[C@@H]1CN([C@@H](C)CO)C(=O)c2cc(NS(=O)(=O)c3cccs3)ccc2O[C@@H]1CN(C)CC1CC1 | 2 | -0.7 | 99* | 8
C[C@H]1CN([C@@H](C)CO)C(=O)Cc2cc(NC(=O)C3CC3)ccc2O[C@@H]1CN(C)Cc1ccc(C(=O)O)cc1 | 4 | 0.6 | -5 | 6
COc1ccc(CN(C)C[C@@H]2OCCCC[C@@H](C)Oc3ccc(NC(=O)C4CCCCC4)cc3C(=O)N([C@@H](C)CO)C[C@H]2C)cc1 | / | -0.3 | 89 | -54
C[C@H]1CN([C@@H](C)CO)C(=O)CCCn2nncc2CO[C@H]1CN(C)C(=O)NC1CCCCC1 | -6&-4 | 0.1 | -45&-152 | 13&-6
COc1ccc(S(=O)(=O)N(C)C[C@@H]2OCCCC[C@@H](C)Oc3ccc(NC(=O)NC(C)C)cc3C(=O)N([C@@H](C)CO)C[C@@H]2C)cc1 | 2 | 0.8 | 16 | /
C[C@H]1CN([C@@H](C)CO)C(=O)c2cccc(NS(=O)(=O)c3cn(C)cn3)c2O[C@@H]1CN(C)Cc1ccncc1 | 4 | -0.7 | / | 0
CCC(=O)Nc1ccc2c(c1)C(=O)N(C)C[C@H](OC)[C@@H](C)CN(C(=O)c1ccccc1F)[C@H](C)CO2 | / | 1.5 | -34 | -7
O=C([C@@H]1[C@@H](CO)[C@@H]2Cn3c(cccc3=O)[C@H]1N2C(=O)CC1CC1)N1CCCCC1 | -1 | -1.1 | 21 | /
C[C@H]1CN([C@@H](C)CO)C(=O)CCCn2nncc2CO[C@@H]1CN(C)C(=O)Nc1ccc(C(F)(F)F)cc1 | / | 0.4 | -1 | 6
COc1ccc(S(=O)(=O)N(C)C[C@H]2Oc3ccc(NS(=O)(=O)c4cn(C)cn4)cc3CC(=O)N([C@@H](C)CO)C[C@@H]2C)cc1 | -3 | -0.6 | -19 | 32
CC(C)NC(=O)N(C)C[C@@H]1Oc2c(NC(=O)C3CC3)cccc2C(=O)N([C@H](C)CO)C[C@@H]1C | -1 | 0.9 | -5 | 13
CCC(=O)Nc1ccc2c(c1)C(=O)N(C)[C@H]1CC[C@H](CC(=O)N3CCCCC3)O[C@H]1CO2 | -6 | 1.9 | -22 | -2
C[C@@H]1CN([C@H](C)CO)C(=O)c2cc(NS(C)(=O)=O)ccc2O[C@@H]1CN(C)Cc1ccc(C(=O)O)cc1 | / | -0.3 | -145 | 39
C[C@@H]1CN([C@@H](C)CO)C(=O)c2cc(NC(=O)C3CCCCC3)ccc2O[C@@H](C)CCCCO[C@@H]1CN(C)S(=O)(=O)c1cn(C)cn1 | 0 | 0.5 | -37 | -35
